# From PubChem
# Mcl1 Noxa PPI = Mcl-1/Noxa interaction inhibition; Q07820; 220,000 compounds, 1.5% hits; inhibition, % at 21.7 µM; TR-FRET Mcl-1/Noxa peptide binding, 2 h;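 active = compounds that cut the protein-peptide binding signal by more than 50% relative to plate controls in a single-dose test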;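 note: His-tagged Mcl-1 with rhodamine Noxa BH3 peptide and terbium anti-His antibody; 0% = Mcl-1 plus Noxa peptide wells and 100% = peptide-only wells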
# Target sequence (Q07820 whole entry, looked up): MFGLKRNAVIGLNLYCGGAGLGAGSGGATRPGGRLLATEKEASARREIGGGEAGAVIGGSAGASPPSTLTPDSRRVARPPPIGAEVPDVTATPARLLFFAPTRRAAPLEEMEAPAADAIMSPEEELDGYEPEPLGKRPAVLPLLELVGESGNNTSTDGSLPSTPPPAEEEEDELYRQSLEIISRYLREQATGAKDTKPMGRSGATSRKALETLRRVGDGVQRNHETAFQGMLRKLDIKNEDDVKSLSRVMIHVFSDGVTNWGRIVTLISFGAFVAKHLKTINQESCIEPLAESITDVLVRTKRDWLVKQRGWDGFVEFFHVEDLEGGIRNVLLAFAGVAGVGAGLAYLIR
# Rac1 wt modul = alters GTP binding to wildtype human Rac1. P63000. GST-Rac1 beads, fluorescent GTP binding, flow cytometry; actives lie on both sides; 0 = cold GTP competed, 100 = untreated. GTP binding activity (% of control), % at 10 µM. 190,000 compounds, 0.27% hits. AID 757;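 active = GTP binding activity at least 20 points away from the 100% control level, either lower or higher; inconclusive = compound flagged as likely green fluorescent, judged across all proteins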
# HRas wt GTP = modulators of GTP binding to human HRas wildtype; P01112; GST-Ras wt beads, Bodipy-FL-GTP binding, flow cytometry; actives lie on both sides; GTP binding activity, % at 10 µM; 190,000 compounds, 0.14% hits; AID 759;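 active = GTP binding activity at least 20% away from the 100% baseline, either lowered as inhibitor or raised as activator; inconclusive = flagged as likely green fluorescent, judged across all proteins in the well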;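 note: 0% = unlabeled GTP competition control and 100% = no-compound control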
# Target sequence (P01112 whole entry, looked up): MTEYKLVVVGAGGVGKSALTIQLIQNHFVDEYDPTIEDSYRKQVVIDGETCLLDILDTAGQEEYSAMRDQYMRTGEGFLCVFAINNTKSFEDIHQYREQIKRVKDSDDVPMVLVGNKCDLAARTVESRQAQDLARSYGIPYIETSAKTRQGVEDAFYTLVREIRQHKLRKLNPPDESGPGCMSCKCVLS
# Rab2 wt GTP = changes GTP binding to wildtype dog Rab2A, up or down; P61105; 190,000 compounds, 0.19% hits; GTP binding activity, % at 10 µM; GST-Rab2 wt beads, Bodipy-GTP binding, flow cytometry;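 active = GTP binding activity at least 20 points away from 100%, either lowered or raised; inconclusive = signal likely due to the compound's own green fluorescence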;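 note: 0% = beads with excess unlabeled GTP and 100% = no-compound control corrected for plate trend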
# Rab7 wt modul = modulators of GTP binding to dog Rab7 wildtype GTPase. GST-Rab7 beads, fluorescent GTP binding, flow cytometry; actives lie on both sides; untreated = 100%, excess cold GTP = 0%. GTP binding activity (percent of control), % at 10 µM. 190,000 compounds, 0.055% hits. AID 758;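 active = fluorescent GTP binding to Rab7 beads changed by at least 20 points from the 100% baseline, either direction, mostly lower; inconclusive = compound itself probably fluorescent, or too few beads counted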;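 note: median green fluorescence of bound Bodipy-FL-GTP per Rab7 bead population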
# Rac1 act GTP bind = modulators of GTP binding to human Rac1 activated mutant; percent activity (GTP binding), % at 10 µM; 190,000 compounds, 0.11% hits; AID 764; GST-Rac1 activated beads, fluorescent GTP binding, flow cytometry; actives lie on both sides; 100% means binding = to untreated wells;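 active = GTP binding at least 20 percentage points away from the 100% baseline, in either direction, so actives lie on both sides; inconclusive = Compound likely fluorescent itself, or too few beads counted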
# Pf gamet viab = kills late stage P. falciparum gametocytes; P. falciparum stage V gametocytes, ATP luminescence, 24 h; inhibition, % at 10.9 µM; 150,000 compounds, 0.065% hits; AID 743093;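 active = inhibition above the mean plus 3 SD of compounds within the control limits, set per campaign, cut at about 38% in these data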;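 note: 0% = DMSO wells and 100% = medium only without gametocytes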
# GSH bead fluor = GSH bead compound fluorescence profile | GSH beads flow cytometry, compound fluorescence 488/530 nm; hits give high values | fluorescence (KMESF) at 10 µM | 190,000 compounds, 0.25% hits | AID 1776; in the data active = fluorescence above about 89;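 note: glutathione beads carrying GST-tagged Bcl family fusion proteins plus one bare bead set; values are compound well signal with DMSO vehicle wells as background; inactives centre near 16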
# Avidin bead fluor = avidin bead compound fluorescence profile | Avidin beads, compound fluorescence 488/530 nm, flow cytometry; hits give high values | fluorescence (KMESF) at 10 µM | 220,000 compounds, 0.38% hits | AID 1775; in the data active = fluorescence above about 47; note: inactives centre near 10
# Mcl1 Bid PPI = Mcl-1/Bid interaction inhibition. TR-FRET Mcl-1/Bid-Dy647 peptide binding, 1536-well. inhibition, % at 21.7 µM. 220,000 compounds, 0.97% hits. AID 1021;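 active = compounds that cut the binding signal by more than half at the single screening dose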;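 note: His-tagged Mcl-1 with europium anti-His antibody binding Bid BH3 peptide; 0% = Mcl-1 plus peptide wells and 100% = peptide-only wells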
# Cdc42 wt GTP = human Cdc42 wildtype GTP binding change, either direction; GST-Cdc42 beads, Bodipy-GTP binding, flow cytometry; actives lie on both sides; percent activity (GTP binding), % at 10 µM; 190,000 compounds, 0.2% hits; AID 761;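 active = percent activity GTP binding at least 20 points away from the 100% baseline, either down as inhibitor or up as activator; inconclusive = compound flagged as likely green fluorescent from well-wide comparison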;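 note: median bead fluorescence of bound Bodipy-FL-GTP at 100 nM; 0% = excess unlabeled GTP control and 100% = no compound control; below 100% means less GTP binding so inhibitor and above means activator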
# Target sequence (P60953 whole entry, looked up): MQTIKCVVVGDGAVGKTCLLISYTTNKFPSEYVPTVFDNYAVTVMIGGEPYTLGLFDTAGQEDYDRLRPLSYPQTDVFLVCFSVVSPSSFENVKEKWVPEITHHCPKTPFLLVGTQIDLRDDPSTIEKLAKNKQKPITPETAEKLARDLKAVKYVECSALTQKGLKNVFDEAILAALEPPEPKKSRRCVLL
# Active calls of the source: *; u = inconclusive; x = no result given.
SMILES,Mcl1 Noxa PPI,Rac1 wt modul,HRas wt GTP,Rab2 wt GTP,Rab7 wt modul,Rac1 act GTP bind,Pf gamet viab,GSH bead fluor,Avidin bead fluor,Mcl1 Bid PPI,Cdc42 wt GTP
CC(C)n1nc(C(=O)Oc2cccc(Cl)c2Cl)c2ccccc2c1=O,21,97,94,93,93,96,0,13,9,22,101
O=C(OCc1ccc([N+](=O)[O-])cc1)c1ccc(N2CCCC2)c([N+](=O)[O-])c1,26,99,95,94,96,96,-10,14,5,-4,96
CCCCC(CC)CNC(=O)CCS(=O)(=O)c1cccc2nonc12 (stereo not given),-3,100,99,98,100,99,x,30,5,-6,100
O=C(NC1CC1)C1CCN(c2ccc(S(=O)(=O)N3CCOCC3)cc2)CC1,19,105,98,98,98,98,x,15,29,-7,103
CC(=O)c1cc(CN2CCN(CCc3ccccc3)C(CCO)C2)cs1 (stereo not given),0,105,99,99,101,98,-23,10,12,-13,101
CCOC(=O)/C=C1\SCC(=O)N1CC(=O)N1CCOCC1,1,94,96,99,102,94,24,11,11,-21,97
C/C(N)=C(/C#N)C(=O)COC(=O)c1ccc(C#N)cc1,12,90,95,94,101,94,6,10,9,-24,93
CCOc1ccc2[nH]c(C)c(CN3CCOCC3)c(=O)c2c1,16,98,97,96,95,96,-16,12,38,-8,100
CN(Cc1cn(-c2ccccc2)nc1-c1cc2ccccc2o1)C(=O)CCC(=O)O,10,92,91,90,99,91,x,13,10,-7,90
COc1ccc(N2CCN(C(=O)c3cccnc3)CC2)c([N+](=O)[O-])c1,16,98,97,96,98,96,7,9,11,-20,95
CC(O)c1nc2ccccc2n1Cc1nnc(-c2ccc(Cl)cc2)o1 (stereo not given),x,94,98,97,96,96,x,29,9,-17,100
O=C(CC1SC(N2CCOCC2)=NC1=O)Nc1cc([N+](=O)[O-])ccc1Cl (stereo not given),6,100,98,95,103,93,17,15,11,-10,97
Cc1ccc(NS(=O)(=O)c2ccc(C(=O)N3CCN(c4ncccn4)CC3)cc2)cc1,2,97,95,96,90,95,12,13,11,-3,96
COc1ccc(C(=O)Nc2nc(-c3ccccc3)c(C(C)=O)s2)c(OC)c1,1,96,95,96,96,94,-22,11,23,27,97
O=C(NCC1CCCO1)C(c1cccs1)N(Cc1cccs1)C(=O)c1ccc(-c2ccccc2)[nH]1 (stereo not given),2,96,96,95,96,96,x,22,13,-29,90
COc1ccc(/C=C2/C(=O)ON=C2c2ccccc2)cc1OC,x,94,97,97,95,95,x,32,9,-47,100
COc1ccccc1S(=O)(=O)Cc1ccc(C(=O)N2CCOCC2)o1,3,105,100,100,99,98,x,14,27,-7,99
Cc1noc(NC(=O)c2cccc(Cl)c2Cl)c1C#N,3,95,97,97,98,95,x,12,21,-5,96
CC1CC(C)CN(S(=O)(=O)c2cccc3cccnc23)C1 (stereo not given),5,106,102,103,102,101,x,20,7,-23,105
CCc1nc2ccccc2c(=O)n1NC(=O)c1c(O)c2cccc3c2n(c1=O)CCC3,-65,106,96,96,102,93,x,53,4,-50,101

# Reformatted: entries from further up
# Order of values – Mcl1 Noxa PPI, Rac1 wt modul, HRas wt GTP, Rab2 wt GTP, Rab7 wt modul, Rac1 act GTP bind, Pf gamet viab, GSH bead fluor, Avidin bead fluor, Mcl1 Bid PPI, Cdc42 wt GTP
> CC(C)n1nc(C(=O)Oc2cccc(Cl)c2Cl)c2ccccc2c1=O
 : 21, 97, 94, 93, 93, 96, 0, 13, 9, 22, 101
> O=C(OCc1ccc([N+](=O)[O-])cc1)c1ccc(N2CCCC2)c([N+](=O)[O-])c1
 : 26, 99, 95, 94, 96, 96, -10, 14, 5, -4, 96
> CCCCC(CC)CNC(=O)CCS(=O)(=O)c1cccc2nonc12 (stereo not given)
 : -3, 100, 99, 98, 100, 99, x, 30, 5, -6, 100
> O=C(NC1CC1)C1CCN(c2ccc(S(=O)(=O)N3CCOCC3)cc2)CC1
 : 19, 105, 98, 98, 98, 98, x, 15, 29, -7, 103
> CC(=O)c1cc(CN2CCN(CCc3ccccc3)C(CCO)C2)cs1 (stereo not given)
 : 0, 105, 99, 99, 101, 98, -23, 10, 12, -13, 101
> CCOC(=O)/C=C1\SCC(=O)N1CC(=O)N1CCOCC1
 : 1, 94, 96, 99, 102, 94, 24, 11, 11, -21, 97
> C/C(N)=C(/C#N)C(=O)COC(=O)c1ccc(C#N)cc1
 : 12, 90, 95, 94, 101, 94, 6, 10, 9, -24, 93
> CCOc1ccc2[nH]c(C)c(CN3CCOCC3)c(=O)c2c1
 : 16, 98, 97, 96, 95, 96, -16, 12, 38, -8, 100
> CN(Cc1cn(-c2ccccc2)nc1-c1cc2ccccc2o1)C(=O)CCC(=O)O
 : 10, 92, 91, 90, 99, 91, x, 13, 10, -7, 90
> COc1ccc(N2CCN(C(=O)c3cccnc3)CC2)c([N+](=O)[O-])c1
 : 16, 98, 97, 96, 98, 96, 7, 9, 11, -20, 95
> CC(O)c1nc2ccccc2n1Cc1nnc(-c2ccc(Cl)cc2)o1 (stereo not given)
 : x, 94, 98, 97, 96, 96, x, 29, 9, -17, 100

# Continuation.
SMILES,Mcl1 Noxa PPI,Rac1 wt modul,HRas wt GTP,Rab2 wt GTP,Rab7 wt modul,Rac1 act GTP bind,Pf gamet viab,GSH bead fluor,Avidin bead fluor,Mcl1 Bid PPI,Cdc42 wt GTP
C[C@H](NC(=O)c1nc[nH]c1C(=O)NCc1ccc(CNC(=O)OC(C)(C)C)cc1)C(=O)OC(C)(C)C,-44,95,96,97,102,95,x,20,5,-22,95
O=C(CCc1ccccc1)NNC(=O)c1ccccc1F,10,98,98,99,103,97,x,9,10,-20,95
CCc1cccc(C)c1NC(=O)COC(=O)CNS(=O)(=O)/C=C/c1ccccc1,4,104,99,98,99,102,x,13,4,2,99
CCOc1ccc2oc(-c3ccccc3)c(C(=O)O)c2c1,10,94,93,93,91,94,8,12,24,13,94
Cc1cc(Br)ccc1OCCN1CC(C)OC(C)C1 (stereo not given),12,99,98,95,97,96,x,15,9,24,104
COc1ccc(-c2cc(C(=O)NCCCn3ccnc3)no2)cc1OC,16,113,105,105,104,105,x,10,12,-8,106
O=S(=O)(c1cc(-c2nnc(-c3ccc(Br)cc3)o2)ccc1Br)N1CCCCCC1,-23,105,102,99,103,97,x,17,8,-9,102
Cn1c(=O)nc2n(Cc3ccccc3)c3ccccc3cc-2c1=O,-3,106,101,101,103,100,-7,9,4,-5,104
Cc1nn(C)c(C)c1S(=O)(=O)N1CCCC(C(=O)N2CCN(c3ccccc3)CC2)C1 (stereo not given),-5,106,100,101,102,98,x,21,8,-24,103
Cc1ccc(NC(=O)N(Cc2ccc3c(c2)OCO3)Cc2cc3cc4c(cc3[nH]c2=O)OCCO4)cc1,-16,108,100,98,102,100,x,24,34,-28,106
CCOc1ccc(CNC(=O)C2CCC(=O)N2C2CCCC2)cc1OC (stereo not given),10,103,103,102,97,98,x,27,9,-5,105
COc1ccc(C2NC(=S)NC3=C2CCc2ccccc23)cc1OC (stereo not given),-2,101,97,98,95,101,x,11,8,-29,103
O=C(Nc1nc(-c2ccc(-c3ccccc3)cc2)cs1)C1CCCO1 (stereo not given),-14,107,101,97,99,97,x,44,8,-75,101
O=C(CCn1nnc2ccccc21)N/N=C\Cc1ccccc1,14,106,103,99,100,97,x,17,10,-21,99
c1cncc(CNC2CCCc3ccccc32)c1 (stereo not given),13,108,106,107,107,103,-4,11,10,13,106
CCCCNC(=O)c1ccc2nc(-c3ccco3)c(-c3ccco3)nc2c1,93*,98,94,95,94,92,x,15,3,-5,97
COc1ccc(C(=O)Nc2ccccc2C(=O)N/N=C/c2ccco2)cc1,23,102,97,95,100,98,18,9,3,-43,96
C=CCn1c(-c2ccoc2C)n[nH]c1=S,16,98,96,95,93,97,-4,5,8,-24,98
COc1cccc(CNC(=O)Cc2nc3nc(C)cc(C)n3n2)c1,11,100,101,102,106,100,x,14,9,-6,97
NC(=O)C1CCN(C(=O)CN2C(=O)c3ccccc3S2(=O)=O)CC1,-5,93,95,92,97,92,x,15,13,-1,94
COCCCNC(=O)COc1ccc(-c2nccc(-c3ccccn3)n2)cc1,7,103,101,99,102,99,8,39,5,8,101
CCOC(=O)C1(Cc2ccccc2Cl)CCN(Cc2csc(C(C)=O)c2)CC1,6,97,95,97,97,96,-3,17,12,-19,97
CC(=O)N1CCC(=NNS(=O)(=O)c2ccc(C)c([N+](=O)[O-])c2)CC1,9,106,103,100,99,101,-10,41,7,-34,104
O=C(NCc1ccco1)C1CC(=O)N(c2ccc(Cl)cc2)C1 (stereo not given),11,91,89,91,95,87,x,21,5,-16,88
CCn1c(SCC(=O)N2CCc3ccccc32)nnc1-c1c[nH]c2ccccc12,14,101,102,101,103,97,x,37,7,-9,98
COc1ccc(Cl)cc1-n1c(C)cc(C(=O)O)c1C,0,106,100,97,97,100,x,45,7,-73,102
Cc1ccc(/C=N/Nc2nc(Cl)c(Cl)cc2Cl)s1,5,102,101,98,102,97,x,23,35,1,100
Cc1cc(=O)[nH]c2ccccc12,-4,107,107,105,107,101,3,20,34,-3,108
O=[N+]([O-])c1ccccc1/C=N/n1c(C2CCCCC2)n[nH]c1=S,19,97,94,95,100,93,-38,11,5,-43,97
CCOc1c(Cl)cc(CNCc2ccncc2)cc1OC,0,98,97,97,102,94,4,20,10,-6,97
Cc1ccc2cc(C)c3nnc(SCC(=O)Nc4nc5c(s4)CCCC5)n3c2c1C,7,101,103,101,103,95,25,63,10,-18,97
O=C(Nc1ccc(Cl)cc1)Nc1ccc(N2CCCC2)c(S(=O)(=O)Nc2ccccc2Cl)c1,12,108,104,101,103,102,x,7,18,-24,107
CC(C)N(C(=S)NCc1ccccc1)C(C)C,16,95,92,96,97,95,3,11,16,-31,92
Cc1ccc(N2CC(O)=C(c3ccccc3)C2=N)cc1,-9,u,u,u,u,u,-16,11,23,-22,u
O=C(Nc1ccc(-c2cn3ccsc3n2)cc1)C1CC1,-32,99,95,95,96,97,x,25,7,2,95
Cc1nnc(SCC(=O)Nn2cnnc2)s1,-1,108,103,104,101,101,x,20,33,10,103
O=c1[nH][nH]cc1C=Nc1ccc(Cl)cc1,-3,103,98,91,106,93,-14,11,26,-31,96
O=C(NNS(=O)(=O)c1ccccc1)c1cnn(-c2ccccc2)c1-n1cccc1,-3,103,99,97,97,98,x,15,23,-13,99
